Assay outcomes from PubChem.
MITF primary – human MITF inhibition, primary screen; O75030; AlphaScreen MITF homodimerization, bead proximity signal; inhibition, % at 2.6 µM; hit rate 0.91% among 650,000; in the data active = inhibition above about 50%;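 note: 0% = vehicle wells with protein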
Target sequence (O75030 whole entry, looked up): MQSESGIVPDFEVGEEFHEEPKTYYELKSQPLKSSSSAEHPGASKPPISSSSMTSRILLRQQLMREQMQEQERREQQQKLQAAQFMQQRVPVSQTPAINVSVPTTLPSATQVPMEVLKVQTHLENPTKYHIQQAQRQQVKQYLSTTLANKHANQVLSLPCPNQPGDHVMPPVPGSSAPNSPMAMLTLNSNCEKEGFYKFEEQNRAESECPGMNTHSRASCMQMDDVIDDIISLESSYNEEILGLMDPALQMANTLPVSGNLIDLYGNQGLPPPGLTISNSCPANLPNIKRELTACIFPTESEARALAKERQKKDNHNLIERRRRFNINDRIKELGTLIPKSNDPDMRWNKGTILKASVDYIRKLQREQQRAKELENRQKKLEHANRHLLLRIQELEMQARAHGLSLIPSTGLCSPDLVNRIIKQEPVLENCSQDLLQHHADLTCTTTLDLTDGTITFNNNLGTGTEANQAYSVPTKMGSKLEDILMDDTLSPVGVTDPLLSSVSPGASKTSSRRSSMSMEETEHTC
FBW7 act – activators of human E3 ligase FBW7; normalized activity (activation), % at 26.1 µM; AID 1259310; Q969H0; hit rate 0.13% among 650,000; AlphaScreen FBW7–phospho-cyclin E peptide binding, activator screen; in the data active = normalized activity above about 1.9%;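 note: purified mutant Fbw7 with reduced substrate affinity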
GPR151 activ – activators of human GPR151. Q8TDV0. PathHunter beta-arrestin GPR151 cells, luminescence. activation, % at 11.2 µM. hit rate 1% among 650,000. AID 1508602; in the data active = activation above about 4.9%;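 note: 0% = median of compound wells and 100% = cells with positive control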
Target sequence (Q8TDV0 whole entry, looked up): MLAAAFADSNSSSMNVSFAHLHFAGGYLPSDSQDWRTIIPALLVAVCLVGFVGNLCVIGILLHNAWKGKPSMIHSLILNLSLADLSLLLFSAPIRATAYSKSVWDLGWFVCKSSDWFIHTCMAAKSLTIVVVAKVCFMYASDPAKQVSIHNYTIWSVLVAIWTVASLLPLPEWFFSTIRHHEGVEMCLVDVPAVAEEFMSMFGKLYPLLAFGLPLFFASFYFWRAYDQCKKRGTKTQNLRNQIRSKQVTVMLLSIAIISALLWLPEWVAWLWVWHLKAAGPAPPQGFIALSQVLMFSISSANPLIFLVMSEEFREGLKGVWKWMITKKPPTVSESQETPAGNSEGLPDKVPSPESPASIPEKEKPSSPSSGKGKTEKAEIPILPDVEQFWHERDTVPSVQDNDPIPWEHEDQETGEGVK
TEAD-YAP block – TEAD-YAP interaction inhibition; HEK-TIYL cells, TEAD-Gal4/YAP UAS-luciferase luminescence; inhibition, % at 9.12 µM; hit rate 1.4% among 640,000; AID 1259422; in the data active = inhibition above about 32%;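 note: 0% = median of test compound wells and 100% = reference inhibitor wells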
The depositor's hits bear a star.

Each structure is followed by: MITF primary, FBW7 act, GPR151 activ, TEAD-YAP block
CCCN(CC1CC1)C1CC(=O)N(c2ccccc2)C1=O (configuration not stated)
 : -9, 0.0, -0.7, 2
CC(=O)c1c(C)[nH]c(C(=O)OCC(=O)NCc2ccc(Cl)cc2)c1C
 : 10, 0.1, 0.7, 9
CCn1c(=O)c(C2=NS(=O)(=O)c3ccccc3N2)c(O)c2ccccc21
 : 3, -0.2, -1.5, -5
COc1ccc(N2C(N)=C(C#N)C(c3ccc(OC)c(OC)c3)C3=C2CCCC3=O)cc1 (configuration not stated)
 : -3, -0.1, -0.3, 62*
CC(C)n1cnc2c(NCCO)nc(NCCN3CCOCC3)nc21
 : 16, 0.2, -1.7, -5
CCC(=O)Oc1ccc(C(=O)NC2CCCC2)cc1
 : 3, -0.2, 0.9, -4
CCCCSc1nc2sc3c(c2c(=O)n1CC)CCc1ccccc1-3
 : 0, 0.0, 0.3, 7
COc1ccc(NS(=O)(=O)c2ccc(NS(=O)(=O)c3ccccc3)cc2)c(OC)c1
 : 3, 0.1, 0.1, 1
COc1cc2nc(Nc3ccccc3)nc(Nc3ccc(NC(C)=O)cc3)c2cc1OC
 : 7, -0.2, -1.6, 14
Cc1cccc(OCC(=O)Nc2ccc(S(=O)(=O)Nc3c(C)cc(C)cc3C)cc2)c1
 : 15, 0.0, -0.3, 5
Cc1cccc(C(=O)N2CCC[C@@H]3CN(C(=O)c4ccncc4)CC[C@H]32)c1C
 : 24, 0.7, -0.7, -2
Cc1ccc(-c2noc(C3CCCN(S(=O)(=O)c4ccc([N+](=O)[O-])cc4)C3)n2)o1 (configuration not stated)
 : 26, 0.1, -1.1, -5
Cc1c(C(=O)NCCc2ccccc2)cccc1[N+](=O)[O-]
 : -10, 0.0, -0.7, -75
O=C(CC1C(=O)NCCN1CC(c1ccccc1)c1ccccc1)NCC1CCOCC1 (configuration not stated)
 : -8, -0.1, -0.2, 1
OC1CCN(c2cc(-c3ccc(F)cc3)nc(-c3ccccn3)n2)CC1
 : 6, -0.5, 0.1, 8
CC1CCCC2(C1)NC(=S)N(c1ccccc1)N2 (configuration not stated)
 : 10, 0.4, 0.0, -3
CCCn1c(-c2ccc(Br)cc2)csc1=Nc1cccc(C(F)(F)F)c1
 : 18, 0.6, 1.8, -2
O=C1C2C3C=CC(C3=C(c3ccccc3)c3ccccc3)C2C(=O)N1c1ccccc1Cl (configuration not stated)
 : -9, -0.1, -0.4, -2
Cc1cnc(-c2csc3ccccc23)nc1NCCc1ccc(O)cc1
 : -3, -0.2, -1.6, 4
NNC(=O)C(=O)N1CCOCC1
 : 3, -0.1, -1.1, 8
Cc1ccc([N+](=O)[O-])cc1NC(=O)C12CC3CC(CC(C3)C1)C2
 : 3, 0.0, -0.7, 2
O=c1n(CN2CCN(C3CCCCC3)CC2)nc2c3ccccc3ncn12
 : 2, 0.0, -0.4, 0
COc1ccc(NC(=O)CN2CCC(C(=O)NCCc3ccncc3)CC2)cc1OC
 : 4, 0.0, 0.0, 7
Cc1ccc(-c2cc(C(=O)NCc3ccco3)[nH]n2)cc1
 : -3, -0.2, 0.0, -66
Cc1nc2cc(Cl)c(Cl)cc2nc1C
 : 14, -0.1, -0.7, 2
O=c1c(F)cn(C2CCCO2)c(=O)n1Cc1c(F)cccc1Cl (configuration not stated)
 : 5, 0.0, 1.4, 2
CCOC(=S)N/C(=N\S(=O)(=O)c1ccc(Br)cc1)c1ccccc1
 : 20, -0.1, 0.1, 8
CSc1ccccc1NC(=O)c1c(F)cccc1F
 : 4, -0.1, 2.9, -11
Clc1ccccc1OCCSc1nnc(-c2ccncc2)o1
 : 5, 0.0, 0.2, 1
O=S(=O)(NCCOc1ccc(-c2ccc(F)cc2)nn1)c1ccc(F)c(Cl)c1
 : 6, 0.0, 2.9, 0
COc1ccc(C(O)(C#CC(O)(c2ccc(OC)cc2)c2ccc(OC)cc2)c2ccc(OC)cc2)cc1
 : 11, -0.1, 1.5, 14
COc1ccccc1-n1cc(CN2CCN3C(=O)[C@H](CO)NC(=O)[C@H]3C2)cn1
 : 16, 0.1, 0.0, 7
O=C(Oc1cccc(Br)c1)c1cccnc1
 : -4, -0.2, 1.5, 0
COc1ccc(Cc2cc(C(=O)N3CCCCC3c3cccnc3)on2)cc1 (configuration not stated)
 : 5, 0.0, -1.6, -69
Cc1ccc(C(=O)Nc2ccc(S(=O)(=O)N3CCCC3)cc2)o1
 : -2, 0.0, -0.1, 6
COc1cc2c(cc1OC)C1C(C(=O)N3CCCCCC3)c3ccccc3C(=O)N1CC2 (configuration not stated)
 : 2, 0.2, -0.3, 0
COc1ccc(NC(=O)c2ccc([N+](=O)[O-])o2)cc1Cl
 : 1, 0.5, -1.6, -7
CCOc1cc(/C=N/Nc2ccc(S(=O)(=O)O)cc2)ccc1O
 : 47, 0.1, -0.3, 18
Fc1cnc(Oc2ccccn2)nc1-c1cc(N2CCOCC2)cc(C(F)(F)F)c1
 : 0, 0.2, -0.6, -2
CCOc1ccc([C@@H]2[C@@H](C(C)=O)N3c4ccccc4C=C[C@@H]3C2(C#N)C#N)cc1
 : 9, -0.1, -1.1, -2

Rewritten tab-delimited: part of the list above.
Structure	MITF primary	FBW7 act	GPR151 activ	TEAD-YAP block
COc1ccc(C(O)(C#CC(O)(c2ccc(OC)cc2)c2ccc(OC)cc2)c2ccc(OC)cc2)cc1	11	-0.1	1.5	14
COc1ccccc1-n1cc(CN2CCN3C(=O)[C@H](CO)NC(=O)[C@H]3C2)cn1	16	0.1	0.0	7
O=C(Oc1cccc(Br)c1)c1cccnc1	-4	-0.2	1.5	0
COc1ccc(Cc2cc(C(=O)N3CCCCC3c3cccnc3)on2)cc1 (configuration not stated)	5	0.0	-1.6	-69

Continued:
Each structure is followed by: MITF primary, FBW7 act, GPR151 activ, TEAD-YAP block
O=C(c1ccco1)N1CCN=C1SCc1ccccc1F
 : 0, 0.1, 2.0, 3
O=[N+]([O-])c1ccc(OC2OC(CO)C(O)C(O)C2O)cc1 (configuration not stated)
 : 10, 1.1, 0.1, 7
O=C1c2ccc([N+](=O)[O-])cc2C(=O)N1c1ccc(Cl)c(Cl)c1
 : 7, 0.0, 6.9*, 9
CC(CCC(=O)O)(c1ccc(O)c([N+](=O)[O-])c1)c1ccc(O)c([N+](=O)[O-])c1
 : -6, -0.1, 0.7, -12
Cc1ccc(-c2cc(C(F)(F)F)n3ncc(C(=O)Nc4cccc(C(F)(F)F)c4)c3n2)cc1
 : 2, -0.1, 1.1, 5
O=C(O)c1ccc(CN2CCCC2)cc1
 : 0, 0.0, -0.5, -11
O=[N+]([O-])c1cccc(C2Nc3cc(Cl)ccc3S(=O)(=O)N2)c1 (configuration not stated)
 : 6, 0.3, 0.9, -2
COc1ccc(Cl)cc1NC(=O)C(=O)NCc1ccc(F)cc1
 : 14, 0.0, -0.8, 10
Cc1ccc2cccc(Oc3ncnc(N)c3[N+](=O)[O-])c2n1
 : -5, 0.0, 2.0, -4
COCCNC1CCN(c2nc(C)c3ccc(OC)cc3n2)CC1
 : 18, 0.0, -0.8, 0
Cc1ccnc(Nc2ccc(N3CCN(C(=O)Nc4ccccc4F)CC3)nn2)c1
 : 42, -1.3, -0.3, 17
N#Cc1ccccc1NC(=O)CSc1nc2ccccc2o1
 : -11, -0.1, -2.1, -58
O=C(CN1CCC(NC(=O)c2ccc(F)cc2)CC1)Nc1ccccc1Oc1ccccc1
 : 22, 0.1, -0.2, -13
CCN1CCC(CCc2ccc(NC(=O)C3CCN(S(C)(=O)=O)CC3)cc2)C(C)C1 (configuration not stated)
 : -3, 0.0, 0.2, 0
Cc1ccc2c(nc3s/c(=C/c4cc5c(cc4Br)OCO5)c(=O)n32)c1C
 : -12, 0.0, -0.1, 3
CCOc1ccccc1-n1c(SCC(=O)NCCc2ccccc2)nc2n[nH]c(C)c2c1=N
 : -6, 0.0, -1.8, -2
COc1cccc(C(=O)OCC(=O)C23CC4CC(CC(C4)C2)C3)c1OC
 : 26, 0.1, -1.8, -5
CC1=C(C(N)=O)C(c2ccco2)C(C#N)=C(SCC(=O)Nc2cc(C)ccc2C)N1 (configuration not stated)
 : -20, 0.0, 1.1, 0
CC1CCCCC12NC(=O)N(CC(=O)OCC(=O)NCc1ccc(F)cc1)C2=O (configuration not stated)
 : 5, 0.1, 0.3, -2
COc1ccc(C(=O)Nc2cc(C(=O)Nc3ccccc3F)ccc2N2CC3CC(C2)c2cccc(=O)n2C3)cc1 (configuration not stated)
 : 12, 0.0, 0.8, -8
N#CC1=C(N)C(c2cccc([N+](=O)[O-])c2)C2=C(CC(c3ccc(F)cc3)CC2=O)O1 (configuration not stated)
 : -4, 0.0, -0.2, -4
CCSc1nc2ccccc2c(=O)n1CCOC
 : -10, 0.1, 1.2, 5
N#Cc1ccc(NC(=O)c2ccccc2C(=O)O)cc1
 : 5, 0.1, -0.4, 1
Cc1c(C(=O)C(=O)NCCc2ccccc2)c2ccccc2n1C
 : -5, 0.4, 4.6, -3
COC(=O)c1ccccc1NC(=O)c1ccc(N2CC3CC(C2)c2cccc(=O)n2C3)c(NC(=O)c2ccc(C(C)(C)C)cc2)c1 (configuration not stated)
 : -5, -0.1, -0.6, -2
CCC(=O)c1ccc2cc(OC)ccc2c1
 : 82*, 0.0, 2.5, -13
CCOC(=O)c1ccc(N2C(=O)c3ccc(C(=O)OCC(=O)c4ccccc4)cc3C2=O)cc1
 : 3, -0.1, 0.9, 5
CS(=O)(=O)Nc1ccc(-c2nnc(SCC(=O)NC3CCCC3)o2)cc1
 : 3, 1.2, -2.2, 4
CCOc1cc2c(cc1OCC)C(c1ccccc1[N+](=O)[O-])CC(=O)N2 (configuration not stated)
 : 17, 0.2, -0.3, 1
Cn1nc(C(=O)NC2=NN(c3ccccc3)CC2)c2c1-c1ccccc1OC2
 : 7, 0.0, 0.6, -3
CN1CCN(C(=O)c2ccc(Cl)c([N+](=O)[O-])c2)CC1
 : -12, 0.1, -0.8, 0
Cc1ccc(C)c(OC(=O)NC(C)(C(F)(F)F)C(F)(F)F)c1C
 : 5, -0.1, 1.0, 2
CCn1c(CN2CCOCC2)nc2c1c(=O)n(C)c(=O)n2C
 : 16, 0.7, -2.1, 12
O=C(CCc1nnc(-c2ccccc2)o1)N1CCC(c2ccccc2Cl)C1 (configuration not stated)
 : -7, -0.1, 0.7, -74
O=C(N/N=C/c1ccc([N+](=O)[O-])o1)c1cccc2ccccc12
 : 13, -0.2, -0.7, 11
COc1ccc(-c2nnc(Nc3cccc(O)c3)c3ccccc23)cc1
 : -1, -0.1, 0.9, -7
CC(C)c1ccc(OCc2cccc(C(=O)NCCN(C)C)c2)cc1
 : -3, -0.1, 2.0, 86*
Cc1ccc(S(=O)(=O)N/N=C2\CC3CC4CC(C3)C2C4)cc1 (configuration not stated)
 : -11, -0.2, 0.2, -10
O=C(CC1(O)C(=O)Nc2ccccc21)c1ccccc1 (configuration not stated)
 : 2, 0.2, 3.8, 9
COc1ccc(Cn2c(C(=O)O)c(CNCc3cccc(Cl)c3)c3ccccc32)cc1
 : 8, 0.6, -1.0, 16
COc1cccc(-c2csc(N3CCN(C(=O)COc4ccccc4)CC3)n2)c1
 : -8, 0.1, -1.1, 10
COc1ccc(-n2c(CSc3nc(C)cc(C)n3)nnc2SC(C)C)cc1
 : -7, -0.3, -1.0, -15
O=C1NC(=O)N(c2ccc(Cl)cc2)C(=O)/C1=C\c1ccc(N2CCCC2)cc1
 : -14, 0.0, 0.4, 14
CN1C(=O)CC(CC(=O)N2CCN(Cc3ccccc3)CC2)(c2cccc(F)c2)C1=O (configuration not stated)
 : -5, 0.7, 0.5, -2
COc1ccc(N2C(=O)CSC2c2ccccc2C(F)(F)F)cc1 (configuration not stated)
 : -13, 0.0, -1.1, -3
Cn1c(C(O)(c2ccccc2)c2nc3ccccc3n2C)nc2ccccc21
 : 5, 0.0, -0.3, -3
Cc1cc2c(Nc3ccc(C)c(Cl)c3)ncnc2s1
 : 6, 0.0, 0.6, -5
CCOc1ccc(C(=O)NC(C)(C)CC)cc1
 : -3, 0.1, 2.2, -7
COc1cc(/C(C)=N/NC(=O)c2cc(-c3ccc(C)s3)[nH]n2)ccc1O
 : -1, 0.1, 2.0, 4
CCOc1c(S(=O)(=O)N2CCOCC2)ccc(Cl)c1Cl
 : 7, 0.1, -0.8, -4
Cc1ccc(F)cc1S(=O)(=O)NC1CCCCNC1=O (configuration not stated)
 : 1, 0.1, -1.5, 2

3 compounds from above, sorted by molar mass, highest first.
Each structure is followed by: MITF primary, FBW7 act, GPR151 activ, TEAD-YAP block
COc1cccc(-c2csc(N3CCN(C(=O)COc4ccccc4)CC3)n2)c1
 : -8, 0.1, -1.1, 10
COc1cc(/C(C)=N/NC(=O)c2cc(-c3ccc(C)s3)[nH]n2)ccc1O
 : -1, 0.1, 2.0, 4
Cc1cc2c(Nc3ccc(C)c(Cl)c3)ncnc2s1
 : 6, 0.0, 0.6, -5
